KCNQ2 inh: KCNQ2 channel blockers in CHO-K1 cells – cell-based, FluxOR thallium flux, B-score, primary screen (AID 2156); 20 min; active compounds read low; 310,000 tested, 1.1% active; B-score at 10 µM; O88943;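 active means fluorescence ratio B-score at most minus 3 library SDs, with starting brightness B-score within 2 library SDs, cut at about -5.5 in these data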
Kir21 block: Kir2.1 (mouse) channel inhibition | B-score at 10 µM | P35561 | AID 1672 | HEK293-Kir2.1, FluxOR thallium flux fluorescence; active compounds read low | 310,000 tested, 0.85% active;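 active means fluorescence ratio B-score at or below minus 3 SD of library scores, with starting-brightness B-score within 2 SD, cut at about -4.2 in these data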;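 further: channel flux triggered by added potassium and thallium sulfate stimulus; B-score of peak minus minimum fluorescence over baseline after thallium stimulus; more negative B-score means stronger Kir2.1 block with less thallium influx; some compounds called inactive have numbers as strong as hits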
Target sequence (P35561 whole entry, looked up): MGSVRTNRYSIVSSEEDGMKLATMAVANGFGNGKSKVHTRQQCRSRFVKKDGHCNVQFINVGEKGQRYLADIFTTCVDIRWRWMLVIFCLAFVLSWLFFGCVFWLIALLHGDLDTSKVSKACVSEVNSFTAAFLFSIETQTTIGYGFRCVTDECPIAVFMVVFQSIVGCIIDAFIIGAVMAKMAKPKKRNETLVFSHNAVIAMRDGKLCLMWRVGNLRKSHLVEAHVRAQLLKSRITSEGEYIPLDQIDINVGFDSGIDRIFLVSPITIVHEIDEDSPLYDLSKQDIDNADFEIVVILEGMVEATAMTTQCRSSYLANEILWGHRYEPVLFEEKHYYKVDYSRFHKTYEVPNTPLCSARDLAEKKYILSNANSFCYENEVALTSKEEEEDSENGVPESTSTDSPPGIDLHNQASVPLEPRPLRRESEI
* hit, by the source's call; i = inactive.

KCNQ2 inh	Kir21 block	SMILES
i	2.06	CCOc1ccc(NC(=O)CN2C(=O)COc3ccc(Cl)cc32)cc1
i	0.4	COc1cccc(Cn2c(=O)c3ccccc3n3nc(C)cc23)c1
i	-0.14	CC(C)NC(=O)CSc1nnc(C2CC2)n1-c1ccccc1
i	1.22	Cc1nn(CCO)c2nc(-c3cccs3)cc(C(F)(F)F)c12
i	-0.62	Cc1ccc(/C=N/N2CCN(C3c4ccccc4-c4ccccc43)CC2)s1
i	-2.11	CC1=NN(C(=O)CSCc2ccccc2)C(O)(c2ccc(Cl)cc2)C1 (stereo not drawn)
i	0.05	O=C(CSc1n[nH]c(-c2ccccc2O)n1)NC1CCCCC1
i	0.84	CC1=NOC(=O)/C1=C/c1ccc(O)c(Cl)c1
i	0.68	CC(C)OC(=O)c1cccnc1SCc1cc(=O)n2ccccc2n1
i	-0.53	O=C(CCC(=O)N1CCOc2ccccc21)NCCc1ccccc1
i	0.97	Oc1ccc(-c2c(-c3ccsc3)sc3ccccc23)cc1
i	1.36	CC(C)=CCN1CCN(Cc2cn(C(C)C)c3ccccc23)CC1CCO (stereo not drawn)
i	0.71	O=C(COc1ccc(Cl)cc1[N+](=O)[O-])N/N=C/c1cccs1
i	2.49	CCOC(=O)N1CCN=C1SCc1ccc(Cl)c(Cl)c1
i	0.1	O=C(CN1C2=NCCCN2c2ccccc21)c1cccs1
i	-0.22	COc1cc2c(cc1NC(=O)c1cccnc1)CCCC2
i	-2	O=[N+]([O-])c1cc([N+](=O)[O-])c(Oc2ccc(Br)cc2Br)cc1NN1CCCCC1
i	0.11	Cc1cc(NC(=O)c2ocnc2C)no1
i	-0.36	N#Cc1ccc(Cn2c(-c3ccc(F)cc3)noc2=O)cc1
i	1.09	CCOC(=O)c1ccc2c(c1)N(CC#N)C(=O)C(C)(C)O2
i	-1.6	COc1cc(/C=C/CO)cc(OC)c1OC/C=C(\C)CCC=C(C)C
i	0.5	COc1ccc(CCNS(=O)(=O)c2cc3c4c(c2)C(C)C(=O)N4CCC3)cc1OC (stereo not drawn)
i	0.2	CCCCC[C@H](O)/C=C/[C@H]1[C@H](O)CC(=O)[C@@H]1CCCCCCC(=O)O
i	0.95	CS(=O)(=O)N(CC(=O)NCCSCc1ccccc1)c1ccc2c(c1)OCO2
i	-0.3	Cc1oc(/N=C/c2cccc3ccccc23)c(C#N)c1C
i	-0.47	Cc1cc(NC(=O)c2cc(Cl)ccc2Cl)no1
i	2.53	COc1cc(SC)ccc1C(=O)Nc1ccc2ncccc2c1
i	1.4	COc1cc(NC(=O)c2ccccc2F)ccc1NC(=O)c1ccccc1Cl
i	0.19	O=C(NNC(=O)C1CCN(Cc2cccc(F)c2)CC1)c1cccs1
i	-0.43	COc1ccc(NC(=O)c2cc(C)n(Cc3cccs3)c2C)cc1
i	0.76	Cc1ccc2c(cnn2C(=O)CCCC(=O)NCc2cccc(F)c2)c1
i	-0.03	COC(=O)CCc1nc2ccccc2[nH]c1=O
i	-1.74	CC/C(=N\NC(=O)C1CCCC1)c1ccc(Br)cc1
i	0.29	COc1cccc(OC)c1OCCNC(C)(C)C
i	-3.36	CCOC(=O)NCCc1c(C)nc2c(c(C)nn2C(C)(C)C)c1C
i	-1.17	Cc1ccc(C)c(S(=O)(=O)N2CCCOC2CNC(=O)C(=O)NCCc2ccccc2)c1 (stereo not drawn)
i	1.03	COc1cc(OC)cc(C(=O)Nc2ccc([N+](=O)[O-])cn2)c1
i	0.08	O=C(Nc1cccc2c1CCCC2)c1cc([N+](=O)[O-])cc([N+](=O)[O-])c1
i	2.23	O=C(NNC1=Nc2cccc3cccc1c23)c1ccc(Br)cc1
i	-1.88	CCOC(=O)/C(C(C)=O)=C1/OC(=O)c2ccccc21
i	-0.71	Cc1ccc(C2OCC3(CO2)COC(c2ccc(C)cc2)OC3)cc1 (stereo not drawn)
i	-0.01	Cc1cc(C)c(NC(=S)NC(=O)c2ccc(-c3ccccc3)cc2)c(C)c1
i	0.94	O=C(NCc1ccc(F)cc1)C(Cc1ccccc1)n1cccc1 (stereo not drawn)
i	0.7	CC(C)Cc1cc(C(=O)Nc2cc(Cl)ccc2Cl)no1
i	0.15	O=C(CN1CCOc2ccccc21)NC1CCN(Cc2ccccc2)CC1
i	-1.89	c1ccc(CN2CCN(c3nc4ccccc4n4cnnc34)CC2)cc1
i	0.29	CCOC(=O)N1CCN(C(=O)CN(Cc2ccc(Cl)cc2)S(C)(=O)=O)CC1
i	-1.34	CCOC(=O)C1CCCN(c2c(NCCCN(C)Cc3ccccc3)c(=O)c2=O)C1 (stereo not drawn)
i	-0.65	COCCCNC(=O)NC(=O)c1ccccc1
i	-1.8	O=C(O)/C(=C\c1cccs1)c1ccccc1
i	-1.4	CCOc1ccc2c(c1)sc1nc(C(=O)OC)cc(=O)n12
i	1.5	COc1cccc(CC(NC(C)=O)C(=O)NC2CCN(c3c4c(nc5ncnn35)CCC4)CC2)c1OC (stereo not drawn)
i	-1.26	Clc1ccc(OCc2cc(-c3ccccc3)no2)cc1Cl
i	0.77	COc1ccc(CCN2CC(C(=O)NCc3cccc4[nH]ccc34)CCC2=O)cc1 (stereo not drawn)
i	0.23	Cn1c(=O)c2c(nc(NCCO)n2CCc2ccccc2)n(C)c1=O
i	0.08	CN1CCN(c2ccncc2S(=O)(=O)N2CCCCC2)CC1
i	-0.31	O=C(NCCCN1CCOCC1)c1cc(-c2ccc(F)cc2)no1
i	-1.71	O=C(NC1CCN(Cc2ccc(Cl)cc2Cl)CC1)c1ccccc1
i	0.37	Cc1ccc(OCC(=O)NCCNC(=O)c2ccccn2)cc1
i	0.51	COc1ccc(-c2nnc(OCc3ccccc3)c3ccccc23)cc1

Other compounds
KCNQ2 inh	Kir21 block	SMILES
i	0.06	CCC(CC)C(=O)OCC(=O)Nc1cccc([N+](=O)[O-])c1
i	0.89	Cc1sc(N)c(C#N)c1C
i	-0.92	COC(=O)c1cc(CN2C(=O)c3ccccc3C2=O)c(O)c([N+](=O)[O-])c1
i	-0.62	COc1ccc(OC)c(-n2c(C)cc(C=O)c2C)c1
i	0.66	Cn1c(/N=C/c2c[nH]c3ccccc23)nc2ccccc21
i	-0.87	O=C(c1ccc(=O)oc1)N1CCC(C(O)(c2ccccc2)c2ccccc2)CC1
i	-0.24	Cc1cccc(N/C(N)=N/c2nc3c(c(=O)[nH]2)CCCC3)c1
i	0.53	COc1ccccc1-c1ccc(/C=C2/C=C(C)OC2=O)o1
i	-1.66	S=C(c1c[nH]c2ccc(Br)cc12)N1CCOCC1
i	0.01	Cc1cc(C)n2nc(C(=O)OCC(=O)Nc3ccc4c(c3)OCO4)nc2n1
i	-0.81	CCN(CC)S(=O)(=O)c1ccc(Cl)c(NC(=O)COc2ccccc2[N+](=O)[O-])c1
i	1.22	CC1CCN(S(=O)(=O)c2ccc3nc(N4CCN(c5ccccc5)CC4)ccc3c2)CC1
i	-0.49	COc1ccccc1N1CCN(Cc2ccc(-c3ccccc3[N+](=O)[O-])o2)CC1
i	-1.11	O=C(/C=C/c1ccc(F)cc1)NC(Cc1c[nH]c2ccccc12)C(=O)O (stereo not drawn)
i	0.42	COC(=O)c1c(NC(=O)/C=C/C(=O)O)sc(C)c1-c1ccc(C)cc1
i	-0.83	COC(=O)c1ccc(-c2ccc(/C=N/N3C(=O)C4C5C=CC(CC5)C4C3=O)o2)cc1 (stereo not drawn)
i	0.17	CC(C)Oc1ccc(C(=O)NC(Cc2c[nH]c3ccccc23)C(=O)NN)cc1 (stereo not drawn)
i	1.3	CCC(=O)Nc1cccc(C2=NOC3(C2)C[C@@H](C(N)=O)N(C(=O)C(c2ccccc2)c2ccccc2)C3)c1 (stereo partly drawn)
i	0.84	CC(OC(=O)CSc1ccc([N+](=O)[O-])cc1)C(=O)NCc1ccccc1 (stereo not drawn)
i	-2.67	COc1ccc(NC(=O)/C=N/O)cc1
i	-2.49	O=C(CSc1nnc(NC(=O)Cc2ccccc2)s1)NCc1ccco1
i	-1.85	Cc1ccc(-n2cc(-c3ccccc3)[nH]c2=O)cc1F
i	1.55	Cc1onc(-c2ccccc2)c1C(=O)Nc1sc2c(c1C#N)CCC2
i	-1.8	Cc1ccc(C)c(-n2nnnc2SCC(=O)Nc2cccc(-c3nnc4n3CCCCC4)c2)c1
i	0.98	O=C1c2ccccc2NC2CCCCCN12 (stereo not drawn)
i	-0.01	Cc1cc(C)n(CC(O)Cn2ccc3ccccc32)n1 (stereo not drawn)
i	0.05	Cc1cc(C)c(S(=O)(=O)c2ccc(Cl)cc2)c(=O)[nH]1
-6.47*	-1.36	O=C(CSc1nnc(Cc2cccs2)n1CCc1ccccc1)N1CCCc2ccccc21
i	-0.96	Nc1cccc(C(=O)Nc2ccc3nc(-c4cccnc4)[nH]c3c2)c1
i	-0.87	CCS(=O)(=O)N1CCN(Cc2ccc([N+](=O)[O-])cc2)CC1
i	2.05	CCOC(=O)c1c(C)[nH]c(/C(C)=N/O)c1C
i	-1.04	COCCn1c(=O)[nH]c2cc(C(=O)NC(C)C)ccc2c1=O
i	0.63	CC(C)(C)S(=O)(=O)c1cnc(-c2ccc(Cl)cc2)nc1N
i	-2.01	Cc1[nH]c2ccccc2c1CC(=O)O
i	0.53	COc1ccc(OC)c(-n2c(Cn3c(-c4ccccn4)nc4ccccc43)n[nH]c2=S)c1
i	0.42	O=C(/C=C/c1cccnc1)c1ccc(O)cc1
i	-1.9	Cc1ccc(NC(=O)CCn2c(=O)[nH]c3ccsc3c2=O)cc1C
i	-0.2	C=CCn1c(SCc2nc3sc(C(=O)O)c(C)c3c(=O)[nH]2)nnc1-c1ccc(C(C)(C)C)cc1
i	-0.41	COCCCNC(NC(=O)c1ccc(Br)cc1)C(Cl)(Cl)Cl (stereo not drawn)
i	-1.76	O=C(c1ccccc1)c1ccccc1N1C(=O)C=CC1=O
i	2.51	COc1ccc(Cc2nnc(N/N=C/c3ccc(C)o3)[nH]c2=O)cc1
i	-2.59	CC(OC(=O)Cc1c(F)cccc1Cl)C(=O)NCCC1=CCCCC1 (stereo not drawn)
i	0.67	Cc1cc(Cc2ccc(N)c(C)c2)ccc1N
i	0.28	CC(C)n1cc(/C=N/NC(=O)COc2cccc3cccnc23)c2ccccc21
i	-1.27	COc1ccc(C)cc1S(=O)(=O)Nc1ccc2c(c1)OCCO2
i	0.21	COc1cc(C(=O)NCCNc2nc3c(C)c(C)ccc3cc2C#N)cc(OC)c1OC
i	-1.39	COC(=O)c1cccc(NC(=O)CSc2nnc(C)n2Cc2ccccc2)c1
i	-1.77	COc1cccc(Nc2nc(CC(C)=O)ns2)c1
i	0.36	CCOC(=O)c1ccc(NC(=O)c2ccc(CN3CCc4ccccc4C3)cc2)cc1
i	-1.07	CCN(CC)CCCN1C(=O)C(=O)/C(=C(/O)c2ccc(OC)cc2)C1c1ccco1 (stereo not drawn)
i	1.61	N#Cc1cccc(NC(=O)CSc2ccccc2)c1
i	-0.48	CCCC(C(=O)NC1CCCC1)N(Cc1ccc(OC)cc1)C(=O)c1snc(C(N)=O)c1N (stereo not drawn)
i	-1.21	CCCC1(C(=O)OC)NC(c2ccc(OC)c(OC)c2)C2C(=O)N(c3ccc4c(c3)OCO4)C(=O)C21 (stereo not drawn)
i	-0.23	COc1ccccc1NC(=O)CCC(=O)N1CC(C)Oc2ccc(C)cc21 (stereo not drawn)
i	1.99	CCN1CCCC1CNC(=O)C(=O)NC1CC1 (stereo not drawn)
i	0.19	CN(CC(=O)O/N=C(\N)c1ccc([N+](=O)[O-])cc1)S(=O)(=O)c1ccccc1
i	1.2	COC(=O)c1cccc(NS(C)(=O)=O)c1
i	0.2	CN(c1ccc(C(=O)NCCSC(C)(C)C)cc1)S(C)(=O)=O
i	0.02	Cc1cc(C)n(C2CC(=O)N(c3ccc(Cl)c(Cl)c3)C2=O)n1 (stereo not drawn)
i	-1.35	CCCCn1c(-c2csc3ccccc23)n[nH]c1=S

More structures
KCNQ2 inh	Kir21 block	SMILES
i	1.06	COc1ccc(/C=C/C(=O)OCc2cc(=O)n3c(n2)sc2ccccc23)cc1
i	-1.28	CC(C(=O)N1CCc2ccccc21)N1CCN(Cc2ccccc2)CC1 (stereo not drawn)
i	0.72	COc1ccc2[nH]c3nc(SCc4nnc(-c5ccccc5)o4)nnc3c2c1
i	-0.21	CCn1c(SCC(=O)Nc2ccc(C(=O)OC)cc2)nnc1-c1cccs1

Bioassay records as filed in PubChem BioAssay.
